Screening data as filed in PubChem BioAssay.
POLK inh – DNA polymerase kappa (human) inhibition | Q9UBT6 | purified Pol kappa, fluorescent DNA synthesis assay, 10 min | Potency, µM (top dose mostly 107 µM), for the others: at the top dose activity, negative = inhibition, most hits filed as inhibitors | actives 0.53% (n = 400,000); also: potency is read from the fitted curve at half-maximal effect; % is scaled to controls: 0 for no effect and ±100 for the full control effect
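Enzyme at 10 nM met test compounds for 15 min at room temperature. Substrate addition (50 nM final) began the reaction, which was monitored by fluorescence at 0 and 10 min.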
Tb PGK inh – blocks T. brucei phosphoglycerate kinase | actives 0.043% (n = 380,000) | P07378 | Potency, µM (series often up to 57.5 µM), for the others: at the top dose activity change, negative = inhibition, most hits filed as inhibitors | AID 602233 | PGK/GAPDH coupled, Kinase-Glo luminescence, 60 min; also: potency is read from the fitted curve at half-maximal effect; % is scaled to controls: 0 for no effect and ±100 for the full control effect; nearly all actives have a fitted effect of over 60% in size
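Luminescent ATP detection (Kinase-Glo Plus) follows a 60-minute room-temperature incubation, with wells lacking PGK as controls. Buffer: 100 mM TEA (pH 7.6), 5 mM MgCl2, 0.01% Tween-20. Coupling enzyme GAPDH (100 nM final) supplies unstable 1,3-BPG in-well.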
APEX1 inh – inhibitors of human APE1 endonuclease; recombinant APE1, TAMRA/BHQ-2 abasic DNA cleavage fluorescence; actives 0.35% (n = 350,000); Potency, µM (titrated, usually from 65.8 µM), without a hit: at the highest dose activity change, negative = inhibition, most hits filed as inhibitors; P27695;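 also: potency is read from the fitted curve at half-maximal effect; plate controls were vehicle for no effect and reference inhibitor for full effect; nearly all actives have a fitted effect of over 55% in size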
Target sequence (P27695 whole entry, looked up): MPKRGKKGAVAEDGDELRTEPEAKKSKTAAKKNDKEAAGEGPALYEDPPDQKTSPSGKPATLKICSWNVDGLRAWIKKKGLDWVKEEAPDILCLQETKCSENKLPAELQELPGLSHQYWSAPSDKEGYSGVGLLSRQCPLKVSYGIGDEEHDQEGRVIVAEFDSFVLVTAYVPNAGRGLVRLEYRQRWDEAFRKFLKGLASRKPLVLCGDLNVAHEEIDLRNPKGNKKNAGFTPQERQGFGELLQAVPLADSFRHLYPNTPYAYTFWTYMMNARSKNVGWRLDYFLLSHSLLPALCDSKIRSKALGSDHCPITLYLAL
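APE1 at 0.75 nM final was preincubated with compound 15 min at room temperature, then 50 nM double-stranded THF abasic-site substrate (5'-TAMRA/3'-BHQ-2) was added. Fluorescence (ex 525/em 598 nm) was read kinetically; third-minus-first read gave activity.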
Pol iota inh – inhibitors of human DNA polymerase iota. Q9UNA4. Pol iota fluorescent replication assay, 10 min. Potency, µM (highest dose often 115 µM), for the others: at the highest dose activity, negative = inhibition, hits mostly inhibitors. actives 1% (n = 390,000). AID 588590; also: potency is read from the fitted curve at half-maximal effect
Target sequence (Q9UNA4 whole entry, looked up): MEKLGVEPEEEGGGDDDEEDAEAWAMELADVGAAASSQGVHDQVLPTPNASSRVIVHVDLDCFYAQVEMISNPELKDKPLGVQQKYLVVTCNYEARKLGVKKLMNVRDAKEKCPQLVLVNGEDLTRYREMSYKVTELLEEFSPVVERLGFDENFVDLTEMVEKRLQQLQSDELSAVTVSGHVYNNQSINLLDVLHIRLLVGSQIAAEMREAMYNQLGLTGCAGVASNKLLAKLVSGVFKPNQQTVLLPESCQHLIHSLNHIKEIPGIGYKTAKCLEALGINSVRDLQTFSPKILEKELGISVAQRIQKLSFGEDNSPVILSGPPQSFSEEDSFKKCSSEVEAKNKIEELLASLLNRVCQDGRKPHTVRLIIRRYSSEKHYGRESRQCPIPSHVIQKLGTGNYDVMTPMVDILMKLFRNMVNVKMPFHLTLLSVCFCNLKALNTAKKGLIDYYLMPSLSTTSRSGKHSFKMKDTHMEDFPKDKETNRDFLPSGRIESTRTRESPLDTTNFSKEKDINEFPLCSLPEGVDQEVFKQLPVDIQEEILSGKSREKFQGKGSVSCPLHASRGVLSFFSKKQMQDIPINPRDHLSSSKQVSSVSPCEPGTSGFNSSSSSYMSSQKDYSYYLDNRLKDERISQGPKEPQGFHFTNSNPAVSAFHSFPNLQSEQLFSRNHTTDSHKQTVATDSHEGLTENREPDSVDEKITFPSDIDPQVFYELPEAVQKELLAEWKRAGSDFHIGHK
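Fluorescent replication assay read twice, at 0 min and 10 min after adding 50 nM (final) substrate. Enzyme (10 nM) and compounds were first incubated 15 min at room temperature; enzyme-free buffer wells were negative controls.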
Pol eta inh – DNA polymerase eta (human) inhibition | Q9Y253 | recombinant Pol eta, fluorescent DNA replication assay | Potency, µM (doses to about 114 µM), for inactives: at the top dose activity change, negative = inhibition, hits mostly inhibitors | actives 1.2% (n = 390,000) | AID 588591; also: potency is read from the fitted curve at half-maximal effect; % is scaled to controls: 0 for no effect and ±100 for the full control effect
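Pol eta at 10 nM preincubated with compounds 15 min at room temperature; reaction started with fluorescent substrate (50 nM final) and read kinetically at 0 and 10 min.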
BLM helicase inh – Bloom syndrome helicase (human) inhibition | P54132 | recombinant BLM DNA unwinding, fluorescence dequenching | Potency, µM (top dose mostly 56.1 µM), for the others: at the highest dose activity change, negative = inhibition, usual class: inhibitors | actives 0.2% (n = 350,000) | AID 2528;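 also: potency is read from the fitted curve at half-maximal effect; plate controls were vehicle for no effect and no enzyme for full effect; nearly all actives have a fitted effect of over 35% in size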
RXFP1 antag – blocks the human relaxin receptor RXFP1; Q9HBX9; HEK293-RXFP1, relaxin-stimulated cAMP HTRF, 30 min; stronger effect = lower value; activity change, negative = inhibition, % at 57.5 µM; actives 0.59% (n = 350,000); AID 1259400;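 active = activity change of -60% or lower, but not beyond a set lower limit; inconclusive = change between -60% and -40%, or beyond the set limit; inactive = change above -40%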; also: % is scaled to controls: 0 for no effect and ±100 for the full control effect
POLB inh – inhibitors of human DNA polymerase beta. Pol beta primer extension/strand displacement, fluorescence kinetic. P06746. Potency, µM (highest dose often 114 µM), for the others: top-dose activity change, negative = inhibition, most hits filed as inhibitors. actives 1.3% (n = 340,000); also: potency is read from the fitted curve at half-maximal effect; % is scaled to controls: 0 for no effect and ±100 for the full control effect
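Human Pol beta at 10 nM; strand-displacement substrate 50 nM final. Compound exposure 15 min at room temperature before start, reaction 10 min at room temperature.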
Apoferritin bind – candidate novel general anesthetic via apoferritin binding. apoferritin/1-aminoanthracene competitive binding, fluorescence. Potency, µM (top dose mostly 77.5 µM), for the others: top-dose activity change, negative = displacement, usual class: inhibitors. actives 0.074% (n = 350,000). P02791; also: potency is read from the fitted curve at half-maximal effect; % is scaled to controls: 0 for no effect and ±100 for the full control effect; nearly all actives have a fitted effect of over 20% in size
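Steps: apoferritin (10 uM) was premixed with half-saturated 1-AMA in PBS, compounds were pin-transferred, plates stood 10 min at room temperature, fluorescence was read at 380/535 nm, and curves were fitted with a Hill equation.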
* hit, by the source's call; i = inactive; ? = inconclusive; nt = not tested or not shown; [ ] = dose if it differs, or a comment. Unless noted, calls follow the shape of the dose curve; as a rule, active = well fitted curve in the direction sought with a large enough effect; inconclusive = small, poorly fitted or top-dose-only effect, or another doubt; inactive = no such curve, though single readings can be large; an effect the other way counts as inactive or inconclusive.

POLK inh | Tb PGK inh | APEX1 inh | Pol iota inh | Pol eta inh | BLM helicase inh | RXFP1 antag | POLB inh | Apoferritin bind | compound
56µM* | -24% | 0.89µM* | ? | -1% | ? | -7 | 3.2µM* | -10% | NNC(=O)c1cc(O)c(O)c(O)c1
0% | -8% | nt | 0% | -5% | 55%[activator] | -7 | 0% | -2% | CCCN(CCC)CCCNC(=O)c1cc2c(=O)n(C)c3ccccc3c2s1
6% | i | -4% | 29% | -7% | 1% | -20 | 17% | 1% | CC(=O)NCCCc1nc2ccccc2n1Cc1c(F)cccc1Cl
? | 1% | 21% | ? | -5% | -28% | 9 | -27% | ? | Cc1ccc(C(=O)Oc2ccc(/C=C3\C(=N)N4N=C(N5CCOCC5)SC4=NC3=O)cc2)cc1
3% | i | -6% | 1% | -16% | -12% | 0 | -2% | -5% | COc1ccc(C(=O)C2CCCN(S(=O)(=O)c3ccccc3F)C2)c(C)c1 (stereo not drawn)
-21% | nt | nt | -25% | nt | -5% | -7 | 0% | -3% | Cc1ccc(NC(=O)Cn2cc(C(=O)C3CCCCC3)c3ccccc32)cc1
4% | 5% | nt | 20% | -23% | 2% | nt | 6% | -15% | Cc1cccc(N2C(=O)CS(=O)(=O)C23C(=O)N(C)c2ccccc23)c1 (stereo not drawn)
-6% | -2% | nt | 23% | 2% | -3% | -12 | 4% | 2% | O=C(Nc1sc2c(c1C(=O)NCc1ccccc1)CCCC2)c1cc(=O)c2ccccc2o1
-17% | -1% | -12% | 39%[activator] | -17% | nt | -2 | nt | nt | COc1cccc(COC(=O)C2CCN(S(=O)(=O)c3ccc(C)cc3)CC2)c1OC
0% | -1% | -3% | 137%[activator] | -17% | -3% | -8 | 18% | -13% | CC(C)(C)c1cnnn1-c1ccc([N+](=O)[O-])cc1
-3% | 0% | nt | 34%[activator] | -18% | nt | -6 | nt | nt | COc1ccc2c(c1)O/C(=C\c1ccccc1O)C2=O
0% | -6% | 2% | -6% | -9% | -4% | -20 | -6% | -4% | CC(NC(=O)c1ccc(-c2cc(C(F)(F)F)ccc2Cl)o1)c1ccccc1 (stereo not drawn)
-43% | 0% | 1% | ? | 0% | -3% | 0 | ? | ? | O=C(CCc1nnc(CCCCc2ccccc2)o1)NCc1cccc(F)c1
-9% | -8% | 3% | -2% | -3% | 3% | -5 | -2% | -17% | Cn1cnc([N+](=O)[O-])c1Sc1ccccc1
-3% | -6% | 39%[activator] | 32%[activator] | -15% | -4% | -6 | 1% | -2% | Cc1cc(C(=O)Nc2ccc3ccccc3c2)c(C)o1
-10% | 5% | 7% | ? | -9% | -4% | nt | -1% | -1% | Cc1cccc(C(=O)NCCc2n[nH]c(=S)n2C)c1
-17% | 0% | 38% | 5% | -5% | -1% | -7 | 21% | -2% | O=C(NCCc1cccnc1)C1CCC(=O)N(CCc2cccc(F)c2)C1 (stereo not drawn)
-3% | i | 13% | 10% | -7% | nt | -6 | nt | nt | Cc1ccc(NC(=O)C2CCN(S(=O)(=O)c3ccc4c(c3)OCCCO4)CC2)nc1
-5% | 0% | 14% | 4% | -3% | 2% | -2 | 14% | -2% | N#C/C(=C\c1ccccc1)C(=O)N1CCC(C(N)=O)CC1
-7% | 6% | -22% | 4% | -22% | -16% | -26 | -17% | -10% | CC(CCc1ccc(O)cc1)NC(c1ccccc1)c1ccc(Cl)cc1 (stereo not drawn)

2 of these compounds in a different format.
SMILES,POLK inh,Tb PGK inh,APEX1 inh,Pol iota inh,Pol eta inh,BLM helicase inh,RXFP1 antag,POLB inh,Apoferritin bind
COc1cccc(COC(=O)C2CCN(S(=O)(=O)c3ccc(C)cc3)CC2)c1OC,-17%,-1%,-12%,39%[activator],-17%,nt,-2,nt,nt
CC(C)(C)c1cnnn1-c1ccc([N+](=O)[O-])cc1,0%,-1%,-3%,137%[activator],-17%,-3%,-8,18%,-13%

Shown with each value named: 2 of the compounds above.
Cc1cccc(N2C(=O)CS(=O)(=O)C23C(=O)N(C)c2ccccc23)c1 (stereo not drawn)
- POLK inh: 4%
- Tb PGK inh: 5%
- APEX1 inh: nt
- Pol iota inh: 20%
- Pol eta inh: -23%
- BLM helicase inh: 2%
- RXFP1 antag: nt
- POLB inh: 6%
- Apoferritin bind: -15%
Cc1ccc(C(=O)Oc2ccc(/C=C3\C(=N)N4N=C(N5CCOCC5)SC4=NC3=O)cc2)cc1
- POLK inh: ?
- Tb PGK inh: 1%
- APEX1 inh: 21%
- Pol iota inh: ?
- Pol eta inh: -5%
- BLM helicase inh: -28%
- RXFP1 antag: 9
- POLB inh: -27%
- Apoferritin bind: ?

Next part.
POLK inh | Tb PGK inh | APEX1 inh | Pol iota inh | Pol eta inh | BLM helicase inh | RXFP1 antag | POLB inh | Apoferritin bind | compound
2% | i | 3% | -6% | -26% | 0% | -12 | 18% | 6% | Cc1cc(C)cc(-n2cc[nH]c2=S)c1
-5% | 5% | 6% | 4% | -8% | 1% | -1 | -8% | -4% | CCOC(=O)CC1(CC(=O)OCC)NC(=O)c2c(C)sc(C(=O)OCC)c2N1
-9% | -2% | -2% | 39%[activator] | -8% | -7% | -4 | -22% | 4% | O=C(COC(=O)CCc1nc2ccccc2c(=O)[nH]1)Nc1ccc(N2CCOCC2)cc1
15% | i | nt | 52%[activator] | -6% | nt | nt | nt | nt | COC(C/C=C\[C@H](O)COCc1ccccc1)OC
0% | -8% | 4% | 16% | -15% | nt | -3 | nt | nt | COc1cccc(CNC(=O)COC(=O)CN2C(=O)NC3(CCCCC3C)C2=O)c1 (stereo not drawn)
-24% | 0% | -2% | ? | -3% | -21% | -6 | ? | -12% | CCCCNC(=O)c1nn2cc(Br)cnc2c1Br
-3%[60.1 µM] | 7% | 5% | 14% | 7% | -4% | -2 | 13% | -3% | Cc1ccc(/C=N/N=C2/NC(=O)C(CC(=O)Nc3ccccc3)S2)o1 (stereo not drawn)
-8% | 11% | -1% | -1%[58.9 µM] | -24% | -6% | 21 | 16% | 5% | Cc1nn(-c2ccccc2)c(C)c1/C=N/N1CCN(c2ccccc2)CC1
-4% | 4% | 0% | 89%[activator] | -11% | -2% | -18 | 20% | -10% | CCN(C(=S)NC(=O)C1CCCC1)C1CCCCC1
6% | -4% | 9% | -18% | -4% | -7% | -8 | -9% | 2% | COc1ccc(-c2nc(N)ncc2-c2ccccc2)c(O)c1
-7% | -9% | 0% | 21% | -4% | 2% | -6 | 6% | -12% | COc1ccc(CCNC(=O)CNS(=O)(=O)c2ccc(F)c(Cl)c2)cc1OC
1% | -12% | 0% | -7% | -15% | -5% | 4 | 6% | -4% | O=C(Nc1ccc(Cl)c(-c2nc3ccccc3[nH]2)c1)c1ccc2c(c1)OCO2
-10%[60.1 µM] | 0% | nt | ? | -6% | -3% | nt | -5% | -7% | COc1ccccc1CNC(=O)CSc1ncc(S(=O)(=O)c2ccc(C)c(Cl)c2)c(=O)[nH]1
12% | i | 11% | -18% | -2% | 0% | nt | -13% | -16% | c1ccc2c(c1)ccc1nnc(SCc3ccc4c(c3)OCCO4)n12
-4% | i | 34%[activator] | 46%[activator] | -17% | 1% | 2 | -5% | -9% | CC(=O)Nc1cccc(C(=O)OCN2C(=O)c3ccccc3C2=O)c1
-9% | -7% | 9% | 13% | -3% | 0% | -27 | 10% | -3% | CCC(=O)NC(c1cccc([N+](=O)[O-])c1)c1c(OC(C)=O)ccc2ccccc12 (stereo not drawn)
2% | -7% | 0% | 26% | -10% | 9% | -5 | 28% | -1% | CCOC(=O)CNC(=O)N1CCCC(CCC(=O)NCc2ccc(F)c(F)c2)C1 (stereo not drawn)
-7% | -11% | 0% | 29% | -11% | -3% | -1 | 1% | 4% | O=C(Nc1ccc(NC(=O)c2cccs2)cc1)c1ccco1
-5% | 1% | 9% | 67%[activator] | -4% | 1% | 17 | ? | -5% | Cc1nn(Cc2ccc(Cl)cc2)c(Cl)c1/C=N/NC(=O)c1cccnc1
-5% | 9% | nt | 5% | -3% | -1% | nt | 28% | 2% | CC(C)Nc1ccc(-c2nc(-c3ccccn3)no2)cc1[N+](=O)[O-]

Compound profiles (already shown).
`Cc1nn(-c2ccccc2)c(C)c1/C=N/N1CCN(c2ccccc2)CC1` is listed with POLK inh: -8%; Tb PGK inh: 11%; APEX1 inh: -1%; Pol iota inh: -1%[58.9 µM]; Pol eta inh: -24%; BLM helicase inh: -6%; RXFP1 antag: 21; POLB inh: 16%; Apoferritin bind: 5%
`CC(C)Nc1ccc(-c2nc(-c3ccccn3)no2)cc1[N+](=O)[O-]` is listed with POLK inh: -5%; Tb PGK inh: 9%; APEX1 inh: nt; Pol iota inh: 5%; Pol eta inh: -3%; BLM helicase inh: -1%; RXFP1 antag: nt; POLB inh: 28%; Apoferritin bind: 2%
`CCC(=O)NC(c1cccc([N+](=O)[O-])c1)c1c(OC(C)=O)ccc2ccccc12` (stereo not drawn) is listed with POLK inh: -9%; Tb PGK inh: -7%; APEX1 inh: 9%; Pol iota inh: 13%; Pol eta inh: -3%; BLM helicase inh: 0%; RXFP1 antag: -27; POLB inh: 10%; Apoferritin bind: -3%

Next part:
POLK inh | Tb PGK inh | APEX1 inh | Pol iota inh | Pol eta inh | BLM helicase inh | RXFP1 antag | POLB inh | Apoferritin bind | compound
-1% | i | nt | 7% | -17% | -1% | -9 | -16% | -12% | COc1ccc(CNC(=O)C2CCN(S(=O)(=O)c3ccc(C)cc3)CC2)cc1
-6% | 13% | -7% | -10% | -11% | nt | -7 | nt | nt | COc1ccc(CNC(=O)COC(=O)c2ccc(F)c(S(=O)(=O)N3CCOCC3)c2)cc1
2% | 0% | nt | -4% | -24% | -12% | -2 | 33%[activator] | 2% | CCc1nn(CC(=O)Nc2cc(C)cc(C)c2)c(=O)c2cc3sccc3n12
-15% | 1% | 17% | 1% | -1% | -9% | 5 | 28% | -16% | CCOC(=O)CSc1n[nH]c(NS(=O)(=O)c2ccccc2C(F)(F)F)n1
-7% | 0% | 30% | 18% | -14% | 3% | -8 | -6% | -10% | Cc1ccc2oc(C(=O)Nc3ccc(S(=O)(=O)Nc4onc(C)c4C)cc3)c(C)c2c1

Some of the compounds tested; the hit share may differ from the screen's.
